# Source: PubChem
# BioA inh: inhibitors of Mycobacterium tuberculosis BioA enzyme; purified M. tuberculosis BioA enzyme, plate reader; 360,000 tested, 0.096% active; inhibition, % at 9.99 µM; AID 602481; in the data active means inhibition above about 40%
# Mtb UGM inh: blocks M. tuberculosis UGM enzyme | AID 504406 | inhibition, % at 10 µM | 320,000 tested, 0.06% active | P9WIQ1 | purified UGM, fluorescence polarization probe displacement; in the data active means inhibition above about 10%, passing the limit was not always enough
# Target sequence (P9WIQ1 whole entry, looked up): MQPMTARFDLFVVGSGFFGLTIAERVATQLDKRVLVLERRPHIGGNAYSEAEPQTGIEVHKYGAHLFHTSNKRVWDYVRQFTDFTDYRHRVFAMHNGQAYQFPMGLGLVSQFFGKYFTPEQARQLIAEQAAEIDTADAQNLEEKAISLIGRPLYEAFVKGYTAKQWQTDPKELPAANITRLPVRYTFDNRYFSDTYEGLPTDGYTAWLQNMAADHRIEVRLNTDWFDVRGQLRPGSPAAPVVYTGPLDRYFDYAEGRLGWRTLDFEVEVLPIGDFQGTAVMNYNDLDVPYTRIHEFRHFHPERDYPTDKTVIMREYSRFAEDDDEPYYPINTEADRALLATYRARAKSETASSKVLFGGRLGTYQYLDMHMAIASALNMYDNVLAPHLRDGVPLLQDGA
# Y pestis TopoI: inhibitors of Yersinia pestis topoisomerase I | 360,000 tested, 0.064% active | activity, % at 10 µM | AID 504884 | Y. pestis Topo-I cleavage product accumulation, plate reader; in the data active means activity above about 50%, passing the limit was not always enough; further: inactives centre near 2
# GDH-TPI counter: inhibits GDH-TPI coupling enzymes, artifact for Mtb FBA screen. GDH-TPI coupled enzyme counterscreen, NADH absorbance. inhibition, % at 4.8 µM. 360,000 tested, 1.2% active. AID 588335; in the data active means inhibition above about 30%;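 further: 0% = DMSO wells and 100% = wells lacking the enzyme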
# Mtb FBA inh: Mtb fructose-bisphosphate aldolase inhibition; purified M. tuberculosis FBA, fluorescence read-out; inhibition, % at 1 µM; 360,000 tested, 2.3% active; AID 588726; in the data active means inhibition above about 27%;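 further: 0% = vehicle and 100% = reference inhibitor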
# Target sequence (P9WQA3 whole entry, looked up): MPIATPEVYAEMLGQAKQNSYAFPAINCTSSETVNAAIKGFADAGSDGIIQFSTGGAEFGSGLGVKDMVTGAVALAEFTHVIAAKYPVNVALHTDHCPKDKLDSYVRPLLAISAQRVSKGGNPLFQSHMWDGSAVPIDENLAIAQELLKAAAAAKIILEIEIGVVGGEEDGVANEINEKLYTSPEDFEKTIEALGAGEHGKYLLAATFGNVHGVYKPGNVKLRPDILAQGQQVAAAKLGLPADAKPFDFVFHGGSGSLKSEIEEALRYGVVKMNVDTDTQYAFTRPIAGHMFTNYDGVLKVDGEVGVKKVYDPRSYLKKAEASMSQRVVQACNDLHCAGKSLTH
# FadD28 FP inh: blocks FadD28 binding to the bisubstrate probe | fluorescence polarization | inhibition, % at 12.5 µM | 360,000 tested, 0.22% active | AID 588549; in the data active means inhibition above about 8.5%, passing the limit was not always enough
# PfHsp40 yeast: restores yeast growth despite PfHsp40 toxicity. S. cerevisiae expressing PfHsp40, growth rescue, ATP luminescence. growth rescue, % at 12.5 µM. 340,000 tested, 0.68% active. AID 504582; in the data active means growth rescue above about 28%, passing the limit was not always enough;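 further: yeast W303a lacking pdr1 and pdr3 grown in galactose medium; growth measured after three days at 30 °C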
# Vc quorum ag: quorum light induction in luxS cqsA deficient V. cholerae | 350,000 tested, 0.16% active | activation, % at 18.7 µM | V. cholerae BH1578 lux reporter, luminescence, 6 h; in the data active means activation mostly above about 9.7%, no sharp cut-off; further: not every result past the cut was called active; inactives centre near 0; reference of the scale not given here
# TcdB GH inh: blocks C. difficile toxin B glycohydrolase activity. P18177. TcdB glycohydrolase enzymatic assay, plate reader. inhibition, % at 9.99 µM. 350,000 tested, 0.24% active; in the data active means inhibition above about 10%
# An asterisk follows results filed as active; i = inactive; nt = no result given; + = active, no number.
SMILES,BioA inh,Mtb UGM inh,Y pestis TopoI,GDH-TPI counter,Mtb FBA inh,FadD28 FP inh,PfHsp40 yeast,Vc quorum ag,TcdB GH inh
O=C1CCC([N+](=O)[O-])C(C2CC=CCC2)N1 (configuration not stated),nt,-1.9,4.6,4.4,1.4,-0.5,-1.2,-0.3,0.1
COCCS(=O)(=O)N(Cc1ccccc1)[C@H](C(=O)OC)C(C)C,0.0,nt,-1.2,7.3,-1.3,-3.6,-0.7,2.0,-1.0
COc1ccc(/C=N/N=C2/NC(=O)C(CC(=O)O)S2)cc1OS(=O)(=O)c1ccccc1 (configuration not stated),-1.1,1.0,-0.9,27.9,-4.7,-3.8,0.6,-1.0,-0.2
O=C(Nc1cccc(S(=O)(=O)NC2=NCCCCC2)c1)C1COc2ccccc2O1 (configuration not stated),nt,1.3,5.4,14.6,1.6,-1.2,2.0,1.2,0.8
Cc1noc(C)c1C(=O)N1CCN(Cc2ccc3c(c2)OCO3)CC1,-1.0,2.7,4.7,4.0,2.5,-1.7,-0.7,-5.4,2.1
Cc1ccc(OCC(=O)NNC(=S)NC(=O)C2CCCCC2)c(C)c1,0.5,0.8,-2.2,5.6,2.3,-0.8,0.4,i,nt
CCOc1ccc(C2N(c3ccc(OC)cc3)C(=O)C3CCCN32)cc1OC (configuration not stated),-1.7,-3.4,-0.7,2.0,0.0,1.0,0.0,i,0.2
Cc1cc(Nc2ccccc2)n2nc(C)c(-c3ccccc3)c2n1,-0.3,2.6,4.1,-0.4,1.6,-1.4,-0.8,i,1.1
COc1cc(/C=C/C(=O)OCC(=O)Nc2cc(C)c(C)cc2[N+](=O)[O-])ccc1O,nt,-3.0,-3.4,5.2,4.5,-0.1,-0.6,0.5,-0.5
O=C(c1cccnc1Cl)N(Cc1ccccc1)Cc1ccccc1,nt,0.1,20.0,-6.7,-0.1,-3.5,1.7,-0.2,2.7
C#CCN(C[C@H]1[C@H](OC(=O)Nc2c(C)noc2C)[C@H](OC(=O)Nc2c(C)noc2C)C[C@@H](C(=O)OC)[C@H]1C(=O)OC)S(=O)(=O)c1ccc(C)cc1,-1.1,nt,-1.3,10.4,-3.2,-0.7,nt,-0.2,0.0
Cc1cccc(CSc2nc3c(cc2C#N)CN(C)CC3)c1,0.4,0.7,0.1,7.8,-1.5,-7.0,-0.8,-10.0,0.6
CC(C)C1Cc2c(sc3[nH]c(=S)n(Cc4ccccc4)c(=O)c23)CO1 (configuration not stated),1.7,5.0,-5.5,5.2,2.9,0.3,-0.3,nt,nt
CN(C)/C=C/C(=O)c1ccc2noc(-c3cccc(F)c3)c2c1,-6.7,-1.9,-7.8,16.6,0.6,-0.9,-1.2,-1.6,-1.5
c1cc2c(cc1NC1=NCCO1)CCCC2,nt,nt,2.8,-4.3,0.6,-1.5,0.2,-1.9,5.6
CC1(C)Cc2c(sc3nc4n(-c5ccccc5)c(=O)c(CCC(=O)O)nn4c(=O)c23)CO1,-0.9,1.0,-1.1,-3.8,2.6,-0.7,-0.1,0.1,-3.1
COc1cccc(C(=O)NNC(=O)Cc2csc(N)n2)c1,nt,1.2,4.9,0.0,0.7,0.2,-0.8,i,0.5
N#CCN(C(=O)COC(=O)CCCNC(=O)c1ccc(Cl)cc1)c1ccccc1,1.9,-1.7,11.2,-9.0,0.1,-4.7,0.0,i,0.5
N#Cc1cc(C#N)c(N2CCN(c3cccc(Cl)n3)CC2)nc1N,1.4,5.5,5.7,20.2,0.5,-17.0,0.7,-0.3,nt
CC(C)c1ccc(/C=N/NC(=O)c2nnn(-c3nonc3N)c2CN(C)C2CCCCC2)cc1,-3.7,0.3,-0.6,12.6,5.2,-0.2,-0.4,i,-0.9
CC(Oc1ccc(F)cc1)C(=O)Nc1cc(Cl)ccc1-n1cncn1 (configuration not stated),1.2,0.0,-1.3,0.7,2.5,-1.8,0.8,i,-4.3
CNC(=S)N1CCN(c2nc3ccccc3s2)CC1,nt,-1.4,3.6,-3.9,-1.4,-0.6,1.0,-0.3,0.1
CC1(C(=O)NS(=O)(=O)c2ccc(F)cc2F)CCN1C(=O)C1CCCCC1 (configuration not stated),0.3,nt,3.2,-0.9,1.2,0.2,nt,i,0.4
Cc1ccc(NC(=O)NC(=O)c2cnccc2C(F)(F)F)c(C)c1,0.3,-3.0,6.2,1.5,-0.3,-1.2,-0.9,1.5,-0.1
COc1cccc(CN(C)CC(=O)NC(=O)NCc2ccco2)c1,-1.1,-1.1,3.5,11.3,-1.7,-1.7,-0.9,i,nt

# Gathered by group: those above containing a COOH group.
SMILES,BioA inh,Mtb UGM inh,Y pestis TopoI,GDH-TPI counter,Mtb FBA inh,FadD28 FP inh,PfHsp40 yeast,Vc quorum ag,TcdB GH inh
COc1ccc(/C=N/N=C2/NC(=O)C(CC(=O)O)S2)cc1OS(=O)(=O)c1ccccc1 (configuration not stated),-1.1,1.0,-0.9,27.9,-4.7,-3.8,0.6,-1.0,-0.2
CC1(C)Cc2c(sc3nc4n(-c5ccccc5)c(=O)c(CCC(=O)O)nn4c(=O)c23)CO1,-0.9,1.0,-1.1,-3.8,2.6,-0.7,-0.1,0.1,-3.1

# The listing picks up with the 4 entries that preceded the break.
SMILES,BioA inh,Mtb UGM inh,Y pestis TopoI,GDH-TPI counter,Mtb FBA inh,FadD28 FP inh,PfHsp40 yeast,Vc quorum ag,TcdB GH inh
CNC(=S)N1CCN(c2nc3ccccc3s2)CC1,nt,-1.4,3.6,-3.9,-1.4,-0.6,1.0,-0.3,0.1
CC1(C(=O)NS(=O)(=O)c2ccc(F)cc2F)CCN1C(=O)C1CCCCC1 (configuration not stated),0.3,nt,3.2,-0.9,1.2,0.2,nt,i,0.4
Cc1ccc(NC(=O)NC(=O)c2cnccc2C(F)(F)F)c(C)c1,0.3,-3.0,6.2,1.5,-0.3,-1.2,-0.9,1.5,-0.1
COc1cccc(CN(C)CC(=O)NC(=O)NCc2ccco2)c1,-1.1,-1.1,3.5,11.3,-1.7,-1.7,-0.9,i,nt
Nc1ccc2c(c1)COc1ccccc1O2,nt,1.3,-3.2,13.1,3.6,-0.2,-0.3,-0.4,nt
FC(F)(F)c1ccc(-c2cccc3c2C2CC3CCN2)cc1 (configuration not stated),21.6,nt,3.5,8.2,2.2,-4.6,-0.3,i,-0.7
COc1ccc(Cl)cc1NS(=O)(=O)c1ccc(S(=O)(=O)N2CCCC2)cc1,nt,3.5,-3.6,20.8,2.4,2.4,0.8,i,nt
CCOC(=O)c1c(-c2ccc(C)s2)csc1N,nt,1.5,-8.2,2.5,1.1,0.9,-0.6,1.3,1.1
C/C(=N\NC(=O)CSCc1ccccc1Br)c1cccc([N+](=O)[O-])c1,1.0,0.2,6.6,-8.6,2.0,-2.7,0.2,-0.2,0.7
COC(=O)N/N=C/c1cc(C)n(-c2ccc(F)cc2)c1C,-1.5,-1.6,-7.6,-1.9,0.2,-0.8,-1.6,i,-0.9
O=C(CN1C(=O)/C(=C/c2ccccc2F)SC1=S)NC1C=CS(=O)(=O)C1 (configuration not stated),nt,0.6,-6.4,7.6,-1.6,0.4,-0.5,i,-5.9
NS(=O)(=O)c1cccc(NC(=O)CSc2nc3ccccc3c(=O)n2CC2CCCO2)c1 (configuration not stated),2.5,nt,-0.3,2.1,-2.6,-4.1,1.4,-1.2,1.0
COc1ccc(-n2nnnc2SCC(=O)N2CCOCC2)cc1,-0.3,-0.4,-6.4,6.6,0.1,-2.4,0.6,-0.1,0.3
O=S(=O)(O)c1cc2oc(-c3ccccc3)nc2c2ccccc12,0.5,0.2,10.1,18.7,+,-3.9,-0.2,0.9,0.6
CCC[C@H](CN[C@@H](CNC)[C@H](C)CC)NCCc1cc(C(F)(F)F)cc(C(F)(F)F)c1,-0.6,0.7,-1.8,3.5,2.2,-2.7,-1.4,i,-0.8
COc1ccccc1-c1nnc2sc(COc3ccc(Cl)cc3)nn12,-0.5,2.6,-4.8,3.8,2.7,0.1,8.8,i,nt
O=C(c1nc(-c2ccccc2)n(-c2ccccc2)n1)N1CCCCCC1,2.4,0.9,24.9,-4.7,3.5,-3.1,0.9,-0.3,nt
O=C(NC1CCCC1)C1CCC(=O)N1CCc1ccccc1 (configuration not stated),nt,0.2,-2.8,19.1,-0.5,-1.2,0.9,-0.4,nt
O=C(CSCC(=O)Nc1nccs1)Nc1ccccc1,0.3,-0.6,-4.2,-4.4,-1.4,0.4,-0.8,nt,0.5
CCCOc1ccc(C2C(=O)N(C3CCCCC3)CC(=O)N2CCCOCC)cc1OC (configuration not stated),-0.3,0.9,15.2,2.8,2.6,2.2,0.1,i,nt
O=C(Cc1ccc(Cl)c(Cl)c1)Nc1ccc(S(=O)(=O)Nc2ncccn2)cc1,-3.7,3.4,-5.6,-11.3,-1.9,-5.2,-1.1,-1.2,0.0
CCCn1ncc2c(Nc3ccc(C)c(C)c3)ncnc21,4.1,-1.4,4.6,0.0,-1.6,-3.6,-0.8,i,2.5
COC(=O)CCN(c1ccccc1)S(=O)(=O)c1cc(-c2cc(C)no2)ccc1OC,0.0,-2.4,28.3,2.2,19.3,-0.2,-1.5,-0.3,-0.1
CCS(=O)(=O)N1CCC(C(=O)NCc2ccc(F)cc2Cl)CC1,-1.0,1.3,1.5,11.6,0.5,0.2,0.4,6.2,0.2
O=c1oc([C@@H](O)c2ccccc2)cc2ccccc12,0.9,1.8,-3.5,2.2,0.2,-3.7,-1.3,i,1.5
COc1cccc(CC(=O)Nc2ccccc2C(=O)N2CCOCC2)c1,nt,-2.9,1.2,2.9,-1.2,-2.1,-1.8,-0.6,nt
Cc1ccc(C(=O)OC(C)C(=O)N(C)C2CCCCC2)cc1S(=O)(=O)N1CCCCC1 (configuration not stated),0.3,0.8,18.9,-1.5,-0.9,-3.3,-0.2,i,-0.1
O=C(Nc1ccc(Cl)c(S(=O)(=O)N2CCOCC2)c1)c1ccncc1,-1.9,3.9,-6.4,11.9,2.7,-2.0,0.0,-5.6,0.6
CN(C)C(=O)c1cccn(Cc2ccc(C(F)(F)F)cc2)c1=O,-0.8,1.5,4.8,6.0,0.9,-0.9,-1.5,-0.2,0.4

# (more compounds)
SMILES,BioA inh,Mtb UGM inh,Y pestis TopoI,GDH-TPI counter,Mtb FBA inh,FadD28 FP inh,PfHsp40 yeast,Vc quorum ag,TcdB GH inh
CCC(=O)N1CCN(c2ccccc2NC(=O)COc2cccc(C)c2C)CC1,-1.1,0.1,14.6,-10.9,-3.1,-4.6,2.7,-5.0,1.7
CC(=O)Nc1ccc(C=NNc2nnc(NN=Cc3ccc(NC(C)=O)cc3)c3ccccc23)cc1,nt,nt,-40.0,28.4,3.4,-7.3,-1.3,i,1.3
c1ccc(-c2noc(-c3cccs3)n2)nc1,1.4,-0.8,2.6,13.2,0.6,1.3,-2.5,i,nt
COc1ccccc1-c1nnc(SC(C)C(=O)NCC2CCCO2)n1C (configuration not stated),-1.4,nt,2.1,3.6,0.3,-0.1,-0.4,-0.9,-0.4
CC(C)N1CCC(N2CCN(CC#Cc3ccccc3)CC2CCO)CC1 (configuration not stated),nt,0.7,6.3,0.6,-3.2,-0.5,-1.4,-0.8,0.1
Cc1cccc(CC2CC(=O)N(c3ccccc3)C2=O)c1 (configuration not stated),0.4,1.1,5.6,0.9,1.8,-4.5,-0.1,2.8,nt
COc1ccc(-c2c(NC(=O)c3ccco3)n(-c3ccccc3)nc(C)c2=O)cc1,nt,2.2,-2.6,-5.2,2.0,-0.9,0.1,-0.3,0.4
O=C(CN1CCN(c2ccccc2O)CC1)Nc1ccnn1C1CCCC1,-2.2,0.4,-0.2,2.2,0.4,-2.6,-1.2,i,0.2
Cc1ccc(C(=O)NC(=S)Nc2ccc(S(=O)(=O)N(C)c3ccccc3)cc2)cc1,0.1,-1.4,-2.2,4.3,-1.1,-1.8,-0.3,i,nt
CC(C)CCOc1ccc(/C=N/N2C(=O)CSC2=S)cc1,0.7,0.2,14.8,8.2,-1.2,-3.7,-0.5,-0.2,1.4
O=C(CCn1nc(-c2ccccc2)ccc1=O)N1CCN(c2ccccn2)CC1,0.3,1.2,6.7,1.5,-0.7,-2.3,0.5,-0.6,nt
O=C(O)CSC(NC(=O)c1cccnc1)(C(F)(F)F)C(F)(F)F,nt,1.8,6.6,14.6,0.6,1.0,-0.4,-1.4,nt
CC(=O)Nc1ccc(CN(C)c2c(C)nc3ccc(C(=O)N(C)Cc4ccco4)cn23)cc1,10.7,nt,-2.0,13.7,6.1,0.7,nt,-0.2,-2.4
Cc1ccccc1CC(=O)Nc1ccc2c(C)cc(=O)oc2c1,-2.0,-3.2,5.3,2.6,93.7*,-4.7,-0.4,-0.8,0.7
CCOC(=O)Cc1csc(NC(=O)CC(C)(C)CC(=O)O)n1,-1.0,2.0,-3.3,-0.7,0.7,-3.0,-1.0,i,0.0
